Screening data (PubChem BioAssay)
MOR-DOR ag – agonists of OPRM1-OPRD1 heterodimerization, primary screen, cell-based, luminescence. cells. activation, % at 9.3 µM. 340,000 tested, 0.3% active; in the data active means activation above about 18%;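 further: 0% = vehicle-treated cells and 100% = reference agonist; values of inactives mirror those of a sister screen read the other way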
PKA-R2B activ – activators of PKA-R2B holoenzyme, primary screen, biochemical, fluorescence polarization, Cy5-IP20, human; cAMP-dependent protein kinase catalytic subunit beta (Homo sapiens) + cAMP-dependent …; PKA-R2B holoenzyme dissociation; R2B truncated from residue 108, S112A mutant; 0% DMSO only, 100% 113 µM cGMP; activation, % at 11.4 µM; 340,000 tested, 0.079% active; AID 504700, 2011;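 active means activation above a cutoff set at the mean over all compounds plus 3 SD, cut at about 18% in these data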;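 further: higher means more holoenzyme dissociation and a rise in polarization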
V-ATPase pHluor – regulators of yeast V-ATPase proton pumping, primary screen, pHLuorin cytosolic pH fluorescence; S. cerevisiae; response, % at 10 µM; 350,000 tested, 0.37% active; AID 504577, 2011; in the data active means response mostly above about 7.3%, no sharp cut-off; inactive means mostly below about 5.4%; further: actives read high; inactives centre near 0; some compounds called inactive have numbers as strong as hits; reference of the scale not given here
Arrestin-AP2 inh – inhibitors of beta-arrestin/AP2 binding, primary screen, biochemical, GPCR trafficking, flow cytometry | inhibition, % at 10 µM | AID 504490, 2011 | 340,000 tested, 0.31% active | FITC-arrestin peptide / GST-AP2 beads; AP2 beta2 appendage carries R879A mutation;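 active means inhibition above a set limit, near 3 SD of compounds lacking own fluorescence, cut at about 54% in these data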;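 further: plate controls were DMSO wells for no effect and 5 µM unlabelled arrestin peptide for full effect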
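system = GST-tagged AP2 beta2-adaptin appendage (R879A) on 4 µm glutathione beads | reagent = FITC-labelled arrestin peptide probe, 50 nM final | schedule = compound with beads 12 min RT, then probe 1 h RT | signal = HyperCyt-sampled flow cytometry, FL1 channel, ex 488/em 535 nm | read-out = percent response from loss of bead-bound FITC fluorescence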
HTR5A inv ag – HTR5A inverse agonists in luminescence cell assay, primary screen, counter-screen for OPRM1-OPRD1 heterodimer inverse agonist project, full-deck HTS; 5-hydroxytryptamine receptor 5A (Homo sapiens), P47898; inhibition, % at 9.3 µM; HTR5A cell line, inverse agonism; 340,000 tested, 0.083% active; AID 504634, 2011; in the data active means inhibition mostly above about 23%, no sharp cut-off; inactive means mostly below about 18%;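 further: 0% = cells with DMSO and 100% = no-cell wells with DMSO; some compounds called inactive have numbers as strong as hits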
HTR5A ag – HTR5A agonists in luminescence cell assay, primary screen, counter-screen for OPRM1-OPRD1 heterodimer agonist project, full-deck HTS. 5-hydroxytryptamine receptor 5A (Homo sapiens), P47898. cell-based. activation, % at 9.3 µM. 340,000 tested, 0.61% active; in the data active means activation mostly above about 9.5%, no sharp cut-off; inactive means mostly below about 7.6%;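 further: 0% = cells with vehicle only and 100% = reference agonist; strong numbers were not always called active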
Pemphigus Ab inh – inhibitors of pemphigus antibody binding to DSG3, primary screen, biochemical, bead-based, flow cytometry, scFv-GFP | Desmoglein-3 (Homo sapiens), P32926 | DSG3-coupled beads, scFv-anti-DSG3-GFP binding; active compounds read low | binding (percent of control), % at 10 µM | 310,000 tested, 0.48% active | AID 588358, 2011;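 active means binding more than 3 SD below its plate's average and above zero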;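 further: hits lower antibody fragment binding to DSG3; some compounds called inactive have numbers as strong as hits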
Target sequence (P32926 whole entry, looked up, the tested form may be a part): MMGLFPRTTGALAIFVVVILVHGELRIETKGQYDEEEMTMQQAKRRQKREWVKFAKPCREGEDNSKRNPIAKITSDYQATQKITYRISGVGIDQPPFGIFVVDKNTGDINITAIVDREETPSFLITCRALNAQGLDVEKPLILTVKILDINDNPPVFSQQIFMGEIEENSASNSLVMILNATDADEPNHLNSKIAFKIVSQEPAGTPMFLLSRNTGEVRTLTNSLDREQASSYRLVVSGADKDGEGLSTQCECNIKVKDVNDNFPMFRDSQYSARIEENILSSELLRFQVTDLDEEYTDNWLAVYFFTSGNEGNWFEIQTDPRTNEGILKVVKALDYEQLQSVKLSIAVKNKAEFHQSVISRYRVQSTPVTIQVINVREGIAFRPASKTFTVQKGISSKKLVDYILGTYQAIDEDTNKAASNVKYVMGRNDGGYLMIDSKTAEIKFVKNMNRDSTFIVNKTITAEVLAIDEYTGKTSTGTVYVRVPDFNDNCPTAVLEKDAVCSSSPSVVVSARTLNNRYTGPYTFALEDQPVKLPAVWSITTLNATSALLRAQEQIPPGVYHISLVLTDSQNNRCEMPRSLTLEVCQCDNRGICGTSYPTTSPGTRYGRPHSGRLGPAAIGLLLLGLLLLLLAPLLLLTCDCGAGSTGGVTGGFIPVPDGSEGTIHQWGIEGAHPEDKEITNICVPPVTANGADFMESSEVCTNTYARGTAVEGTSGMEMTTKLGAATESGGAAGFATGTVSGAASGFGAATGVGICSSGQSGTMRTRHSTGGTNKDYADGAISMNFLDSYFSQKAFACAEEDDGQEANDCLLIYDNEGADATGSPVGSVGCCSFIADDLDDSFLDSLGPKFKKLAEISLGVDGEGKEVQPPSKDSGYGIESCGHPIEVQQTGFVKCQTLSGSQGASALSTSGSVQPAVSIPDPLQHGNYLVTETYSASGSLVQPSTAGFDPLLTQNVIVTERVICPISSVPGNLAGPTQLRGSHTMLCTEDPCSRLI
MOR-DOR inv ag – inverse agonists of MOR-DOR heterodimerization, primary screen, cell-based, luminescence | inhibition, % at 9.3 µM | Mu-type opioid receptor (Homo sapiens) + Delta-type opioid receptor (Homo sapiens), … | cell-based MOR-DOR heterodimer luminescence, inverse agonism | 340,000 tested, 0.21% active; in the data active means inhibition above about 22%, passing the limit was not always enough;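 further: 0% = cells with DMSO and 100% = wells without cells with DMSO; values of inactives mirror those of a sister screen read the other way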
PKA-R1A activ – activators of PKA-R1A holoenzyme, primary screen, biochemical, fluorescence polarization, Cy5-IP20, bovine R1A, mouse PKAc | PKA-R1A dissociation; scaled: DMSO 0%, 113 µM cGMP 100% | activation, % at 11.4 µM | 340,000 tested, 0.083% active;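 active means percent activation above the mean of all tested compounds plus 3 SD, cut at about 19% in these data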;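 further: higher means more PKAc released from R1A so a rise in polarization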
DAGLB inhibitor – DAGLB lipase inhibitors, primary screen, biochemical, fluorescence, HTS; inhibition, % at 5.17 µM; HEK293T DAGLB membrane lysate, EnzChek fluorogenic substrate; Diacylglycerol lipase-beta (Homo sapiens), Q8NCG7; 340,000 tested, 0.059% active; in the data active means inhibition above about 34%;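 further: 0% = enzyme with vehicle and 100% = wells lacking enzyme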
Numbers without * were called inactive; . = no result given. This is a random part of the collection. About 2.4% of those tested had a hit in this group.

SMILES	MOR-DOR ag	PKA-R2B activ	V-ATPase pHluor	Arrestin-AP2 inh	HTR5A inv ag	HTR5A ag	Pemphigus Ab inh	MOR-DOR inv ag	PKA-R1A activ	DAGLB inhibitor
COc1ccccc1CCC(=O)N(CCC1=CCCCC1)c1c(N)n(Cc2ccccc2)c(=O)[nH]c1=O	5.6	-9	-2	-16	-49	7	101	-37	-3	30
CCOCCCNC(=O)c1cc(-c2ccc(Br)s2)nc2ccccc12	7.1	1	-2	9	9	-2	97	-33	2	-6
O=c1cc(CSc2nc3cc(Cl)ccc3o2)nc2sccn12	-1.5	-5	2	-6	-2	0	.	6	-10	0
CNCC(O)CN(c1ccccc1)c1ccccc1 (stereo not drawn)	-1.0	-1	8	-18	-6	2	101	5	3	1
NC(N)=NCCCC(NC(=O)c1ccccc1)C(=O)Nc1ccc2ccccc2c1 (stereo not drawn)	-1.5	-7	11	4	-10	3	125	8	-5	4
CCOC(=O)c1ccc(NCc2nc3ccccc3[nH]2)cc1	-1.7	0	3	-5	-22	7	98	10	-1	-4
COc1ccccc1NC(=O)N1CCN(c2ccc3nncn3n2)CC1	-1.8	0	0	8	-7	3	97	11	-4	1
CC1Cc2ccccc2N1C(=O)C1CCCN(S(=O)(=O)c2cccc3nsnc23)C1 (stereo not drawn)	-0.2	-12	2	2	-5	1	90	1	-2	-8
COc1ccccc1NC(=O)CN1C(=O)CC(C)S(=O)(=O)c2ccccc21 (stereo not drawn)	-1.6	5	4	-20	2	0	109	9	-8	-2
CNC(=O)c1cc2c(s1)CCCCCC2	1.0	6	1	8	4	-2	107	-5	4	-1
O=C(Nc1ccc(F)cc1)c1ccc2c(c1)S(=O)(=O)N=C1CCCCCN12	-4.8	-12	-2	-4	11	-3	.	18	-8	0
CC1(C)SC(=S)N(NC(=O)Nc2ccccc2)C1N(O)C(=O)Nc1cccc2ccccc12 (stereo not drawn)	6.9	4	-2	9	-22	-1	99	-48	-8	-2
O=[N+]([O-])c1ccc(/C=N/Nc2nc(N3CCCCCC3)nc(N3CCCCCC3)n2)o1	11	-2	1	2	-81	1	.	-59	-8	-1
O=C(NCCC1=CCCCC1)c1cc(COc2c(F)cccc2F)on1	4.5	-9	-1	-9	-3	0	105	-24	-2	-15
COc1ccc(C(OCC(O)CN(C)C2CCCCC2)c2ccc(OC)cc2)cc1 (stereo not drawn)	3.3	2	1	0	1	-2	.	-21	8	-4
O=C(CNC(=O)c1ccco1)OCc1ccc(C(=O)c2ccccc2)cc1	2.1	-2	1	-10	-18	1	113	-10	-2	-3
OCCN1CCN(C(=S)c2ccc(Br)cc2)CC1	-1.5	2	1	9	7	0	101	9	-3	0
N#Cc1nc(-c2ccccc2)oc1N1CCCCC1	-1.7	5	-5	31	-1	2	98	9	-11	-6
CC1=CCC(COC(=O)Nc2ccccc2)CC1 (stereo not drawn)	8.4	-1	2	-3	12	9	98	-35	2	-12
CCOC(=O)CSc1cccc2cccnc12	-1.8	3	2	2	14	-1	98	8	0	-5
C/C(=N/O)c1no[n+]([O-])c1/C(C)=N\O	-3.2	-4	1	-12	-21	-2	109	16	-6	-3
CCOC(=O)CCCCCC(=O)Nc1ccc2c(c1)C(=O)N([C@H](C)CO)C[C@H](C)[C@@H](CN(C)C(=O)Nc1ccc(OC)cc1)O2	0.0	-6	2	-5	6	9	106	0	-7	-2
COC(=O)C(NS(=O)(=O)c1ccc(NC(C)=O)cc1)C(C)C (stereo not drawn)	-0.1	-13	-1	11	1	-1	95	0	4	-1
CN(Cc1nc(-c2cccs2)no1)CC(O)c1ccccc1 (stereo not drawn)	0.7	-8	6	13	-10	2	102	-3	-6	-7
Cn1/c(=N/NC(=O)c2ccccc2F)sc2ccccc21	-1.9	-12	-2	4	-9	-1	102	9	-5	-1

(continued)
SMILES	MOR-DOR ag	PKA-R2B activ	V-ATPase pHluor	Arrestin-AP2 inh	HTR5A inv ag	HTR5A ag	Pemphigus Ab inh	MOR-DOR inv ag	PKA-R1A activ	DAGLB inhibitor
CCN(CC)S(=O)(=O)c1ccc(OCC(=O)NCc2ccco2)cc1	-2.6	-9	4	3	9	1	101	14	-7	-1
CC(=O)[C@H]1[C@H]([C@H](O)[C@H](O)CO)O[C@](O)(C(=O)O)C[C@@H]1O	-4.0	2	-1	2	26	5	.	20	0	-3
CC1(C)c2[nH]c3ccccc3c2C[C@H]2C(=O)N(N)CC(=O)N21	-2.8	0	3	-12	-23	6	97	12	-2	0
CC1=N/C(=C/c2ccc([N+](=O)[O-])cc2)C(=O)N1c1ccc(Cl)cc1Cl	0.7	-10	2	-40	-10	4	99	-4	-6	1
COc1cc(OC)cc(C(=O)NC2CCN(C(=O)N3c4ccccc4Sc4ccccc43)CC2)c1	0.8	-6	2	-1	0	0	95	-5	-7	0
CN(C)CCCC1(O)c2ccccc2CCc2ccccc21	-1.2	7	0	3	-1	0	103	7	-4	1
CCN(CC)CC(=O)NC12CC3CC(CC(C3)C1)C2	-3.9	-1	-2	14	21	-9	91	19	-4	-1
O=C(CC1C(=O)NCCN1CC(c1ccccc1)c1ccccc1)NCC1CCOCC1 (stereo not drawn)	-2.3	-5	1	4	13	-5	107	9	-1	-1
Cc1nc2ccc(NC(=O)Cc3ccc(Br)cc3)cc2s1	-1.5	6	3	16	-7	2	104	8	2	-2
Cc1nnsc1C(=O)N1CCC(C(=O)c2ccccc2)CC1	-1.2	4	5	12	-27	-1	107	6	2	-2
Cc1ccc(OCCN2CCN(c3nc(NCc4ccco4)c4ccccc4n3)CC2)cc1	0.7	4	0	29	-2	5	93	-3	-1	-1
CC(C)(C)OC(=O)N1CCC(NC(=O)c2[nH]cnc2C(=O)Nc2ccon2)CC1	1.9	1	2	0	-16	6	106	-11	-3	-2
Cc1ccc(S(=O)(=O)NCC2CCC(C(=O)NC3CCCCC3)CC2)cc1 (stereo not drawn)	0.9	7	2	-7	0	0	109	-4	-1	-4
C=CCc1cccc(C=Nc2c[nH]c(=O)[nH]c2=O)c1O	-1.7	2	-2	-4	6	-2	235	8	-1	-2
CCO[C@@H]1OC(C(=O)N2CCOCC2)=C[C@H](c2cn(C(C)=O)c3ccccc23)[C@H]1CCCO	-0.6	-14	3	8	4	-1	100	3	-6	-4
COc1cccc(CNC(=O)CCS(=O)(=O)c2ccccc2Cl)c1	-4.5	-2	-1	0	11	-1	99	17	3	0
COc1ccc(-c2cc(N)n(S(=O)(=O)c3ccc(C)cc3)n2)c(OC)c1	-1.2	0	1	9	9	-3	97	7	1	-1
COc1cc(N(Cc2ccccc2)Cc2ccccc2)c2ncn(C(C)C)c2c1	3.0	-9	-1	0	3	-1	101	-16	4	-5
CCOc1cc(C2c3c(oc4ccccc4c3=O)C(=O)N2c2nccs2)ccc1O (stereo not drawn)	24*	-12	0	1	-32	-4	131	-125	-4	0
CC(=O)Nc1ccccc1NC(=O)CN(C)S(=O)(=O)c1ccc(C)cc1	-2.1	-3	-1	18	-14	-1	102	12	-2	-5
COc1ccc2cc(CN(Cc3cccs3)Cc3nnnn3Cc3ccccc3)c(=O)[nH]c2c1	2.7	-14	-5	1	1	3	102	-13	-14	6
COc1ccc(COC(=O)CNC(=O)C2CCCCC2)cc1F	-0.3	-1	0	20	8	-2	.	1	3	1
O=C(COc1ccccc1)Nc1cccc(-c2nn[nH]n2)c1	-2.5	16	-7	-6	6	4	108	13	8	-2
Cc1onc(-c2ccccc2Cl)c1C(=O)N1CCN(Cc2ccc3c(c2)OCO3)CC1	-4.2	-2	11	-14	-10	2	.	19	-6	2
Cc1nn(-c2ccccc2)c(N)c1C1(O)C(=O)N(C)c2ccccc21 (stereo not drawn)	-0.4	-4	-2	17	17	-3	99	3	-4	0

Next compounds.
SMILES	MOR-DOR ag	PKA-R2B activ	V-ATPase pHluor	Arrestin-AP2 inh	HTR5A inv ag	HTR5A ag	Pemphigus Ab inh	MOR-DOR inv ag	PKA-R1A activ	DAGLB inhibitor
CCOc1ccc(S(=O)(=O)N2CCCC(C(=O)N3CCOCC3)C2)cc1C (stereo not drawn)	-3.4	-4	-4	-4	-5	2	100	14	-15	-1
Cc1nc(SCC(=O)Nc2cc(Cl)ccc2[N+](=O)[O-])nc(C)c1C	6.1	-6	2	1	2	4	109	-31	-4	-5
Cc1nc(N)[nH]c(=O)c1CCCNc1ccc([N+](=O)[O-])cc1	-2.6	4	-1	-9	10	-3	121	13	-4	3
O=C(CN1CCOCC1)NC1C2CC3CC(C2)CC1C3 (stereo not drawn)	-1.9	-8	-6	35	13	-4	114	11	4	-1
COc1cc(C(=O)NCC(c2ccccc2)N(C)C)ccc1OCC(=O)N1CCOCC1 (stereo not drawn)	-1.4	-3	5	28	5	-2	102	6	2	1
CSc1ccc(S(=O)(=O)NC2CC2)cc1	-3.0	2	1	-1	-1	0	100	14	-5	-1
Cc1ccc(Cn2c(=O)n(-c3ccccc3)c(=O)c3ccc(C(=O)NCc4ccco4)cc32)cc1	2.1	-10	5	3	-29	10	105	-11	3	3
O=C(/C=C\c1ccc2c(c1)OCO2)CC1(O)C(=O)Nc2ccccc21 (stereo not drawn)	-3.7	-4	-3	-14	10	-3	114	20	-3	0
CCN(CCn1cccn1)C(=O)C1CCC(=O)N(CCN2CCOCC2)C1 (stereo not drawn)	-1.3	-1	-2	7	-4	1	79	9	4	0
O=C(O)c1ccc(CSC2CCCCC2)cc1	-3.2	-9	1	3	-25	6	93	18	-6	2
COC(=O)C1=C(COc2ccc(F)cc2)NC(=O)NC1c1ccc(C)cc1C (stereo not drawn)	4.1	9	3	-6	22	-4	103	-24	3	-2
Cc1ccccc1OCCC(=O)N1CCN(S(=O)(=O)c2ccc(F)cc2)CC1	-0.7	-4	1	1	6	0	101	5	-9	-1
O=C(COC(=O)c1cc(Cl)ccc1O)NCCNC(=O)COC(=O)c1cc(Cl)ccc1O	-1.8	-9	1	16	5	-2	105	10	6	-2
CCOc1ccccc1NC(=O)C1=C(C)NC(=O)NC1c1cccs1 (stereo not drawn)	-2.7	-10	0	11	-1	5	105	13	12	0

A section from the list above, for reference:
SMILES	MOR-DOR ag	PKA-R2B activ	V-ATPase pHluor	Arrestin-AP2 inh	HTR5A inv ag	HTR5A ag	Pemphigus Ab inh	MOR-DOR inv ag	PKA-R1A activ	DAGLB inhibitor
O=C(COC(=O)c1cc(Cl)ccc1O)NCCNC(=O)COC(=O)c1cc(Cl)ccc1O	-1.8	-9	1	16	5	-2	105	10	6	-2
CCOc1ccccc1NC(=O)C1=C(C)NC(=O)NC1c1cccs1 (stereo not drawn)	-2.7	-10	0	11	-1	5	105	13	12	0
